TLR4-MyD88 BLA – inhibitors of TLR4-MyD88 association in cells, primary screen, cell-based, HeLa CL3-4, BLA complementation, FRET ratio; Toll-like receptor 4 (Homo sapiens) + Myeloid differentiation primary response protein …; actives 0.18% (n = 200,000); inhibition, % at 8.4 µM; HeLa CL3-4 TLR4/MyD88 BLA complementation; in the data active = inhibition above about 25%;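 note: 0% = vehicle and 100% = reference inhibitor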
Target sequence (O00206 whole entry, looked up): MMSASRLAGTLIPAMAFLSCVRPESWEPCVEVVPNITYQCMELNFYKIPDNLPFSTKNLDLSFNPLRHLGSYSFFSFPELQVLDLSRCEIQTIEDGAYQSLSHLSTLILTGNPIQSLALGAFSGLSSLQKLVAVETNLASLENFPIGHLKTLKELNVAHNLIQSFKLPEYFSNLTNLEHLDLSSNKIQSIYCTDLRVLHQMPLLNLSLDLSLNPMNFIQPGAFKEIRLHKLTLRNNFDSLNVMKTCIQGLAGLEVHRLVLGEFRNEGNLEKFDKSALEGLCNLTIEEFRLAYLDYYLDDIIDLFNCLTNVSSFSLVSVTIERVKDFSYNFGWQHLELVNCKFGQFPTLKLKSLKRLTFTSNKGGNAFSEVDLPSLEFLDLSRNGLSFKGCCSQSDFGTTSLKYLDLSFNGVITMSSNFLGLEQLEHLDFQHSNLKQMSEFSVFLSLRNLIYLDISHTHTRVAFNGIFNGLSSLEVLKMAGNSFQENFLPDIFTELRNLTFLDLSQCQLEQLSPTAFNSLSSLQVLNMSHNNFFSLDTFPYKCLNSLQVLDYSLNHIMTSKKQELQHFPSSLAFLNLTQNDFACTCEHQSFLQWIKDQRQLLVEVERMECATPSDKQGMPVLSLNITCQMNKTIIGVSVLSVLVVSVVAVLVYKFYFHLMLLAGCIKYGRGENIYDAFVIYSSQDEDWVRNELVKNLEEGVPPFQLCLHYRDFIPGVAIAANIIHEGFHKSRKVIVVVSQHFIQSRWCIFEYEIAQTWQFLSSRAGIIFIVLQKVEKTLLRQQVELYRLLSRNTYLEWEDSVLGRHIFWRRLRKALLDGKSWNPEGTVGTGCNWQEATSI
Target sequence (Q99836 whole entry, looked up): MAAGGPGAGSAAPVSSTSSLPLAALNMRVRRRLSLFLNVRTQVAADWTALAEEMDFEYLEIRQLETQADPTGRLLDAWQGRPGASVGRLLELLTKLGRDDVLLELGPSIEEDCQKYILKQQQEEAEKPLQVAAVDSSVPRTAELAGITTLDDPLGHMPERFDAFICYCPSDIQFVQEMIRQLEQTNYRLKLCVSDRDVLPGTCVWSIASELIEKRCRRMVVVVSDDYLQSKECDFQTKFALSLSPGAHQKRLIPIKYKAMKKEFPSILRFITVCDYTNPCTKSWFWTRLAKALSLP
PMI activator – activators of human PMI, primary screen, biochemical, fluorescence intensity, near-Km mannose 6-phosphate; actives 0.005% (n = 190,000); activation factor at 20 µM; purified human PMI, coupled resazurin fluorescence, 20 min; hits give high values; 1 = vehicle control, 0 substrate-free wells;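 active = activation factor of 2 or more at 20 µM, relative to plate controls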
S1P3 antag – S1P3 receptor antagonists, primary screen, cell-based; Sphingosine 1-phosphate receptor 3 (Homo sapiens), Q99500; CHO S1P3 NFAT-BLA reporter, FRET fluorescence, antagonist mode; inhibition, % at 4.98 µM; actives 0.27% (n = 170,000); AID 485, 2006;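 active = inhibition above the plate cutoff, the mean inhibition of test wells on that plate plus 3 SD, cut at about 28% in these data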;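 note: cells challenged with S1P at its EC80 of 0.8 µM; blue over green emission ratio from cleaved BLA substrate after 4 h stimulation; 0% = S1P-stimulated wells and 100% = unstimulated DMSO-only wells; some compounds past the cut are filed as inactive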
Diaph inh CS – diaphorase inhibitors and chemical oxidizers, primary screen, counter-screen for diaphorase-coupled primary assays, biochemical, uHTS, resorufin fluorescence. diaphorase resazurin-to-resorufin fluorescence, NADH, 16 min; bacterial (C. kluyveri) enzyme, not human. inhibition, % at 20 µM. actives 0.69% (n = 190,000);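 active = primary screen inhibition at 20 µM above a set limit, cut at about 50% in these data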;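 note: plate controls were DMSO with full reaction for no effect and wells lacking NADH for full effect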
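System: Diaphorase enzyme from Clostridium kluyveri | Amount: Enzyme working solution with 0.14 U/mL diaphorase | Benchmarks: No-NADH positive control and DMSO neutral control | Signal: Fluorescence of resorufin formed from resazurin, Ex 544/Em 590 nm | Schedule: 16-min room-temperature incubation before reading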
Hsp70 act – Hsp70 transcriptional activators, primary screen, cell-based, HeLa, Hsp70 promoter luciferase, luminescence, 10 µM | activation, % at 10 µM | actives 0.04% (n = 200,000) | AID 1203, 2008 | HeLa Hsp70 promoter luciferase reporter; scaled: vehicle 0, proteasome-inhibitor control 100%;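 active = activation above the mean across all tested compounds plus 3 SD, cutoff set per campaign, cut at about 5.5% in these data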;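 note: 100% = MG132 at 30 µM as the positive control and 0% = DMSO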
Diaphorase act – compounds boosting diaphorase resazurin reduction – biochemical, uHTS, resorufin fluorescence, counter-screen for diaphorase-coupled primary assays, primary screen. Diaphorase/resazurin coupled assay, 16 min; hits give high values; 1 = vehicle wells, 0 = NADH-free wells. activation factor at 20 µM. actives 0.005% (n = 190,000);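 active = diaphorase activity raised at least twofold by the compound at 20 µM; inactive = activation factor below 2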
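test system = bacterial diaphorase enzyme (C. kluyveri) | quantity = enzyme 0.07 U/mL final | reagent = NADH substrate 0.114 mM plus resazurin dye 0.1 mM, final | incubation = 16 min enzyme reaction, ambient temperature | buffer or medium = HEPES pH 7.4 buffer with MgCl2 and Tween 20 | signal = fluorescence of resorufin, 544 nm excitation, 590 nm emission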
PMI act hi M6P – human PMI activators, high substrate, primary screen, biochemical, fluorescence intensity, near-saturating mannose 6-phosphate. activation factor at 20 µM. actives 0.34% (n = 190,000). AID 1216, 2008. coupled PMI enzyme assay, resazurin fluorescence, 20 min; hits give high values; 1 = untreated enzyme, 0 = substrate-free blank;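 active = activation factor of 2 or more at 20 µM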
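Material: human phosphomannose isomerase with PGI, G6PDH, diaphorase coupling enzymes / Reagent: Man-6-P substrate 1.0 mM / Dosing: single compound dose of 20 µM, 1% DMSO final / Incubation: enzyme reaction with compound 20 min at room temperature / Signal: resorufin fluorescence (Ex 544/Em 590 nm) from resazurin via diaphorase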
L major viab – Leishmania major promastigote growth inhibition, primary screen; AID 1063, 2008; Leishmania major promastigotes, resazurin fluorescence viability; actives 9% (n = 200,000); inhibition, % at 10 µM;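 note: promastigotes grown with compound for 44 hours at 28 °C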
Redox H2O2 prof – compounds producing H2O2 with reducing agent – biochemical, NIH compound library profiling, artefact control for MLSCN library redox annotation, primary screen. DTT-dependent redox cycling H2O2, phenol red/HRP absorbance; 100% = 100 µM peroxide control, 0% = buffer. activation, % at 10 µM. actives 0.03% (n = 200,000). AID 878, 2007;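 active = activation of at least 50% relative to the plate's high and low controls in the primary single-dose screen; inactive = activation below 50%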;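 note: compound incubated with DTT at 0.8 mM final as the reducing agent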
G6PDH counter – L. mesenteroides G6PDH inhibitors, counter-screen for G6PDH-coupled screening assays, biochemical, Leuconostoc mesenteroides enzyme | inhibition, % at 5 µM | actives 0.12% (n = 200,000) | Purified L. mesenteroides G6PDH, diaphorase/resazurin coupled fluorescence, 45 min | glucose-6-phosphate dehydrogenase [Leuconostoc mesenteroides] | AID 1020, 2008
RAM network inh – inhibitors of the yeast RAM network, primary screen, dse1pr::URA3 reporter, 5-FOA selection; S. cerevisiae dse1pr::URA3 reporter, 5-FOA growth OD615, 2 d; analog-sensitive cbk1-as2 kinase mutant strain; inhibition, % at 50 µM; actives 1.8% (n = 190,000); AID 868, 2007;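 active = inhibition above a set limit, 3 SD over mean compound inhibition, cut at about 8.4% in these data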;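 note: 0% = DMSO-only wells with no growth and 100% = 10 µM 1-NA-PP1 full growth; inhibition rescues growth on 5-FOA so higher OD means more RAM inhibition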
Numbers without * were called inactive; x = no result given. Cut-off read from the data, not from the text of the source, unless noted: active = inhibition above about 50%; inactive = the rest.

SMILES	TLR4-MyD88 BLA	PMI activator	S1P3 antag	Diaph inh CS	Hsp70 act	Diaphorase act	PMI act hi M6P	L major viab	Redox H2O2 prof	G6PDH counter	RAM network inh
Cn1nc(-c2ccc(N3CCOCC3)c(NS(=O)(=O)c3ccccc3)c2)c2ccccc2c1=O	3	1.1	17	28	0.2	0.7	1.3	6	-1.9	-45	3.9
COC(=O)CSc1nc2cc(Cl)ccc2c(=O)n1C1CCCC1	1	1	21	19	-0.1	0.8	1	-9	0.3	-3	3.8
CCOC(=O)C(CC)/C(C)=N/NC(=O)c1ccc([N+](=O)[O-])cc1 (stereo not drawn)	6	1	x	4	0.0	1	1.1	1	-4.2	3	-0.2
C/C(=N\NC(=O)c1nn(C)cc1Br)c1cccc(NC(=O)C(C)(C)C)c1	-6	0.9	x	-3	-0.3	1	1.1	22	0.0	9	-0.1
CC(=O)Nc1ccc(S(=O)(=O)N(C)c2ccc(O)cc2)cc1	1	1	-2	7	-0.4	0.9	1	-4	2.4	15	0.0
CCOc1ccc(CN(C(=O)c2oc3ccccc3c2C)C2CCS(=O)(=O)C2)cc1 (stereo not drawn)	0	0.9	x	21	-0.3	0.8	0.9	14	1.9	-6	0.4
Cc1ccccc1C(=O)NNC(=O)Cc1cccc2ccccc12	0	1.1	x	11	-0.2	0.9	1	0	-3.9	1	2.5
Cc1cc(C)nc(SCC(CSc2nc(C)cc(C)n2)C(=O)O)n1	1	0.9	-9	11	-0.1	0.9	0.9	-1	-0.8	13	-0.2
CC(C)n1c(-c2ccc(C(C)(C)C)cc2)n[nH]c1=S	-4	1	x	9	0.2	0.9	1	-3	1.3	0	3.7
Cc1ccc(C(=O)Nc2scc(-c3ccccc3)c2C(=O)O)o1	-5	1	-10	22	-0.3	0.8	1	-5	-0.3	1	0.8
CC(=O)Nc1nonc1NC(=O)c1ccc(C(C)(C)C)cc1	-2	0.9	x	24	-0.1	0.8	0.9	-4	-0.3	7	1.7
Cn1c(=O)c2c(nc(Oc3ccc4c(c3)OCO4)n2Cc2ccc(Cl)cc2)n(C)c1=O	-3	1	1	10	0.2	0.9	0.9	2	1.7	-15	2.0
C=CCN1C(=O)/C(=C\c2ccc(Cl)cc2)N=C1SCC(=O)NC1CCCCC1	-4	1	x	10	-0.4	0.9	1	-2	0.2	-2	1.2
CCS(=O)(=O)Nc1ccc(-c2cc(-c3ccccc3)c3cc(C)ccc3n2)cc1	-12	0.8	-2	13	0.1	0.9	0.9	31	0.2	-1	0.2
O=C(NCCCN1CCOCC1)c1ccc(Cl)c(S(=O)(=O)N2CCCCCC2)c1	-4	1.1	x	10	-0.2	0.9	1.1	9	-0.1	4	0.8
Cc1ccc2oc(=O)c3cnn(CC(=O)NCCC(C)C)c3c2c1	-3	1	-1	-4	-0.2	1	1	-5	0.0	23	1.1
CCOC(=O)c1sc(/N=C/C2=C(O)CC(C)(C)CC2=O)c(C(=O)OCC)c1C	-2	1	-7	8	-0.3	0.9	1	-4	-0.3	-8	4.5
CCCNC(=O)c1c(Cl)cnn1-c1ccc(C)cc1	-2	1	-9	-18	0.3	1.2	1	6	-0.9	0	-1.5
Cc1cnc(C(=O)OCC(=O)N2CCc3ccccc32)cn1	6	1.2	-14	12	-0.3	0.9	1.2	5	-1.0	5	3.3
C/C(=N/NS(C)(=O)=O)c1ccc2ccccc2c1	-1	1	x	3	-0.3	1	1	-1	-1.6	5	2.0
Cc1c(Cl)cccc1NC(=O)[C@@H](NC(=O)c1ccccc1Cl)C(C)C	5	1	-7	7	-0.3	0.9	1	73*	-0.3	1	2.2
CCNS(=O)(=O)c1ccc(NC(=O)Cn2cc([N+](=O)[O-])cn2)cc1	5	1	7	9	0.1	0.9	1	-8	-0.1	3	-0.6
O=C(CNC(=S)N(Cc1ccccc1)Cc1cccs1)NCc1ccc(F)cc1	-2	0.9	10	12	-0.2	0.9	1	20	-0.5	0	8.8*
CC(C)c1ccc(N2C(=O)[C@@H]3Cc4ccccc4CN3C2=O)cc1	-6	1	-24	-4	0.0	1	1	-8	-0.1	-3	3.0
CCOC(=O)COc1ccccc1C1Nc2ccccc2C(=O)N1c1cccc(Cl)c1 (stereo not drawn)	-4	1	x	40	-0.1	0.6	0.8	31	-4.4	6	1.2
CCOC(=O)c1c(Nc2ccccc2N)cc(C)nc1C	-4	1.1	-8	0	-0.5	1	1.1	8	0.4	4	1.6
O=C(CCSc1nnc2ccc3ccccc3n12)Nc1ccc(F)cc1	-10	1	x	-3	0.4	1	1.1	-5	0.5	6	5.3
CCOC(=O)C1=c2/c(=C/c3ccccc3OC)c(N)c(C#N)n2C(=O)C(c2ccccc2OC)S1 (stereo not drawn)	5	1	x	13	-0.1	0.9	1	-1	0.6	0	2.2
O=C(c1ccc2snnc2c1)N1CCN(c2ccccn2)CC1	0	1	x	6	-0.2	0.9	0.9	1	0.6	10	0.7
CCn1nc(C(=O)Nc2ccc(S(=O)(=O)Nc3nccs3)cc2)c2ccccc2c1=O	-10	0.9	11	21	0.1	0.8	0.9	6	1.3	6	3.0

7 structures already listed, sorted by formula weight, lowest first:
SMILES	TLR4-MyD88 BLA	PMI activator	S1P3 antag	Diaph inh CS	Hsp70 act	Diaphorase act	PMI act hi M6P	L major viab	Redox H2O2 prof	G6PDH counter	RAM network inh
CCOC(=O)c1c(Nc2ccccc2N)cc(C)nc1C	-4	1.1	-8	0	-0.5	1	1.1	8	0.4	4	1.6
CC(C)c1ccc(N2C(=O)[C@@H]3Cc4ccccc4CN3C2=O)cc1	-6	1	-24	-4	0.0	1	1	-8	-0.1	-3	3.0
O=C(c1ccc2snnc2c1)N1CCN(c2ccccn2)CC1	0	1	x	6	-0.2	0.9	0.9	1	0.6	10	0.7
Cc1c(Cl)cccc1NC(=O)[C@@H](NC(=O)c1ccccc1Cl)C(C)C	5	1	-7	7	-0.3	0.9	1	73*	-0.3	1	2.2
CCOC(=O)COc1ccccc1C1Nc2ccccc2C(=O)N1c1cccc(Cl)c1 (stereo not drawn)	-4	1	x	40	-0.1	0.6	0.8	31	-4.4	6	1.2
CCn1nc(C(=O)Nc2ccc(S(=O)(=O)Nc3nccs3)cc2)c2ccccc2c1=O	-10	0.9	11	21	0.1	0.8	0.9	6	1.3	6	3.0
CCOC(=O)C1=c2/c(=C/c3ccccc3OC)c(N)c(C#N)n2C(=O)C(c2ccccc2OC)S1 (stereo not drawn)	5	1	x	13	-0.1	0.9	1	-1	0.6	0	2.2

(further entries)
SMILES	TLR4-MyD88 BLA	PMI activator	S1P3 antag	Diaph inh CS	Hsp70 act	Diaphorase act	PMI act hi M6P	L major viab	Redox H2O2 prof	G6PDH counter	RAM network inh
Cc1cc(C)nc(Oc2ccc(Br)cc2Br)n1	-14	1	-7	-3	0.1	1	1.1	2	-0.7	8	2.6
Cc1ccc(-c2nc(CS(=O)CC(=O)N3CCN(c4ncccn4)CC3)c(C)o2)cc1 (stereo not drawn)	-9	1	-43	22	-0.1	0.8	0.9	-6	-1.0	-2	4.4
O=C(c1cccs1)N1CCN(Cc2ccccc2[N+](=O)[O-])CC1	9	1	-3	22	-0.4	0.8	1	76*	0.1	2	0.4
O=C(CSc1ccc(-c2nc3ccccc3[nH]2)cn1)Nc1ccc(S(=O)(=O)N2CCCC2)cc1	-8	0.9	-1	9	-0.2	0.9	0.9	0	0.0	-17	5.0
O=C(/C=C/c1ccco1)N/C(=C\c1ccccc1)C(=O)NCCc1nc2ccccc2[nH]1	0	1	-19	16	-0.2	0.8	0.9	-1	-0.2	-2	0.3
CCOC(=O)c1c(CSC(=N)N)n(-c2ccc(Br)cc2)c2cc(Br)c(OC(C)=O)cc12	-7	0.9	5	-76	0.4	1.8	1.1	88*	0.1	0	4.6
CCOC(=O)NC1C=CS(=O)(=O)C1 (stereo not drawn)	-8	1.1	-23	0	-0.1	1	1.1	-8	1.5	0	1.1
COCCCNC(=O)Cn1nnc(-c2ccc(NC(=O)c3ccccc3F)cc2)n1	1	1	x	2	0.0	1	1	14	1.4	3	1.4
